Bioassay records (PubChem BioAssay)
SW480 rereplic: DNA re-replication induction in SW480 cells. SW480 DNA re-replication, Hoechst DNA content imaging, 48 h. Potency, µM (series often up to 46.1 µM), for the others: at the highest dose re-replication activation, usual class: activators. 1.8% of 340,000 active; further: potency means the concentration at half of the fitted maximal effect; % of control where 0% means no effect; nearly all actives have a fitted effect of over 55% in size
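Hoechst fluorescence of nuclei (405 nm excitation, 500-530 nm emission) measured by plate-scanning imager after 48 hr compound exposure at 37 C; re-replication scored as increased number of nuclei with elevated intensity.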
ATXN2 expr inh: reduces ATXN2 reporter expression in HEK-293 cells; HEK-293 ATXN2-luciferase reporter, luminescence, 24 h; Potency, µM (doses to about 57 µM), for inactives: top-dose activity change, negative = inhibition, most hits filed as inhibitors; 0.72% of 360,000 active; further: potency means the concentration at half of the fitted maximal effect; on the % scale 0 is the no-effect control and ±100 the full control effect; nearly all actives have a fitted effect of over 55% in size
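qHTS (up to 57 uM final) was run with 24 h compound exposure of reporter cells at 37 °C. Each well was multiplexed: SteadyGlo luminescence measured ATXN2-luciferase expression after a fluorogenic Gly-Phe-AFC viability readout (25 uM final).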
WRN inhibitor: blocks human WRN helicase; Q14191; WRN helicase unwinding, fluorescent forked duplex, kinetic; Potency, µM (titrated, usually from 114 µM), inactives show top-dose activity change, negative = inhibition, most hits filed as inhibitors; 0.46% of 360,000 active; AID 651768; further: potency means the concentration at half of the fitted maximal effect; on the % scale 0 is the no-effect control and ±100 the full control effect; nearly all actives have a fitted effect of over 55% in size
Target sequence (Q14191 whole entry, looked up): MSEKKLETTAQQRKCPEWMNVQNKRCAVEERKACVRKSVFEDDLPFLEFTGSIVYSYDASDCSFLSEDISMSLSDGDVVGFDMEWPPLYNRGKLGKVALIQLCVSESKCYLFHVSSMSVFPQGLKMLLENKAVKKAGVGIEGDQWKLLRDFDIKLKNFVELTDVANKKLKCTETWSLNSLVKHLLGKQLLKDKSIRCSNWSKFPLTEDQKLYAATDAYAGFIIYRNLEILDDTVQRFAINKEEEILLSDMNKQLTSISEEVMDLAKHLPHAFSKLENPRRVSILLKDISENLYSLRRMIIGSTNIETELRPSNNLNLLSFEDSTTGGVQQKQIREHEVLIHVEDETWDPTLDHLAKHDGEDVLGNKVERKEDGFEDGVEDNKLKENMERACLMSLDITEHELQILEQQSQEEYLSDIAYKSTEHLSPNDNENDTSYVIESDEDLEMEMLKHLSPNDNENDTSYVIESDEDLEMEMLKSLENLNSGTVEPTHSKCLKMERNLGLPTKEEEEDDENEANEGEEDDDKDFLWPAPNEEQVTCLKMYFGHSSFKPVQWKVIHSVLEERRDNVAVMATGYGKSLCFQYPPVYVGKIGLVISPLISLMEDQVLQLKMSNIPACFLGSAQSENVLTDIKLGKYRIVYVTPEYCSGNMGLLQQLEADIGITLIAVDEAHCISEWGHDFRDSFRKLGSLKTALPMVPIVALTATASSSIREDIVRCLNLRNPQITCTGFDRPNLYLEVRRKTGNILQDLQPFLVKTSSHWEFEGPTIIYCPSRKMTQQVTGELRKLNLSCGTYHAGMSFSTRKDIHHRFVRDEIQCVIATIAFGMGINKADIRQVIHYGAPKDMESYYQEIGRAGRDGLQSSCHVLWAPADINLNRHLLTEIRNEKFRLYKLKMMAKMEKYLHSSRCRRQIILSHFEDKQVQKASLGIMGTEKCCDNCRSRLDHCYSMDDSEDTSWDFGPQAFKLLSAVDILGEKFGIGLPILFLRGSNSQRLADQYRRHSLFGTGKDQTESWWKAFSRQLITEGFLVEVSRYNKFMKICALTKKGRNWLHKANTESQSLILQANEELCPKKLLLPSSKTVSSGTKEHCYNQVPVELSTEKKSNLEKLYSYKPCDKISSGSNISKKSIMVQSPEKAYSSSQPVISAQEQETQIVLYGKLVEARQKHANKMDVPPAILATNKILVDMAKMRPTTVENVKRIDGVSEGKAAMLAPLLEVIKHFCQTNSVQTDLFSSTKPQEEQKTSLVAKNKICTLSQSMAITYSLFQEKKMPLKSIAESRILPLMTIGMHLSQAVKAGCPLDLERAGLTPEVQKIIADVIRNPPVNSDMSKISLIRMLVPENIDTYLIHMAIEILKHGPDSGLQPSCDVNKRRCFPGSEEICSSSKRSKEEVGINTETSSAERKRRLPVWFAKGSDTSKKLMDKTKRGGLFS
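Screening of the MLSMR collection measured strand separation of a quenched forked DNA duplex (100 nM) by 20 nM WRN with 2 mM ATP, all final. Compounds were preincubated with enzyme 15 min at room temperature.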
IL1B secr inh: blocks inflammasome-driven IL-1 beta release; 4.7% of 360,000 active; THP-1 LPS/ATP IL-1B secretion, AlphaLISA, 16 h; active compounds read low; AID 743279; activity change, % at 57.5 µM; in the data active means activity change below about -50%; inconclusive means mostly about -30% to -49%; further: on the % scale 0 is the no-effect control and ±100 the full control effect
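THP-1 cells pretreated 1 hr with compounds (up to 57.5 uM final), then stimulated with LPS (250 ng/mL final) plus ATP (1.25 mM final); secreted IL-1B measured by AlphaLISA after 16 hr, decreased signal indicating inhibition.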
KB-V1 MDR tox: KB-V1 MDR subline cytotoxicity | KB-V1 MDR cells viability, CellTiter-Glo, 72 h | Potency, µM (top dose mostly 46.1 µM), without a hit: top-dose activity change, negative = cytotoxicity, actives largely listed as cytotoxic | 3.4% of 400,000 active | AID 1347076; further: potency means the concentration at half of the fitted maximal effect; on the % scale 0 is the no-effect control and ±100 the full control effect; nearly all actives have a fitted effect of over 60% in size
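KB-V1 cells (P-gp-expressing MDR subline of KB-3-1) in phenol-red-free DMEM with 10% FBS were exposed to library compounds over a concentration series for 72 h at 37 degrees C. Viability read by CellTiter-Glo luminescence; concentration-effect curves fitted after normalization.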
MCF10A rerep: induces DNA re-replication in MCF 10a normal breast cells; AID 624296; 2.9% of 350,000 active; Potency, µM (series often up to 46.1 µM), inactives show at the top dose activity, positive = re-replication, usual class: activators; MCF 10A DNA re-replication, Hoechst nuclear intensity, 48 h; further: potency means the concentration at half of the fitted maximal effect; % of control where 0% means no effect; nearly all actives have a fitted effect of over 50% in size
HT1080 IDH1KD tx: HT-1080 IDH1 knockdown cell toxicity (counter line) | 2% of 360,000 active | Potency, µM (top dose mostly 46.1 µM), for inactives: at the highest dose activity, negative = toxicity, actives largely listed as cytotoxic | HT-1080 IDH1 knockdown viability, ATP luminescence, 48 h;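 further: potency means the concentration at half of the fitted maximal effect; 0% = DMSO wells and -100% = cell-free medium wells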
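Using the IDH1-knockdown HT-1080 line run in the same batch and compound series as the NT line, viability after 48 h at 37 °C was determined by CellTiter-Glo luminescence and expressed as % activity.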
KB-3-1 tox: KB-3-1 parental cell cytotoxicity. KB-3-1 viability, CellTiter-Glo ATP luminescence, 72 h. Potency, µM (top dose mostly 46.1 µM), for the others: top-dose activity change, negative = cytotoxic, most hits filed as cytotoxic. 1.4% of 400,000 active; further: potency means the concentration at half of the fitted maximal effect; on the % scale 0 is the no-effect control and ±100 the full control effect; nearly all actives have a fitted effect of over 60% in size
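Luminescent ATP read-out (CellTiter-Glo) measures survival of drug-naive KB-3-1 cells after 72 h compound exposure at 37 °C. Titration series was screened from lowest to highest concentration, with DMSO vehicle plates as background controls.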
HT1080-NT tox: kills 2HG-producing HT-1080-NT fibrosarcoma cells; HT-1080-NT fibrosarcoma viability, CellTiter-Glo ATP luminescence, 48 h; 1.6% of 360,000 active; Potency, µM (doses to about 46.1 µM), inactives show top-dose activity, negative = less viability, usual class: cytotoxic;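 further: NT is the 2HG producing partner of a matched IDH1 knockdown line; potency means the concentration at half of the fitted maximal effect; 0% = DMSO-treated cells and -100% = media-only wells without cells; nearly all actives have a fitted effect of over 55% in size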
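Fibrosarcoma NT cells, 750 per well in 5% FBS RPMI, were exposed to compound for 48 hours. Viability: CellTiter-Glo luminescence.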
Active calls of the source: *; ? = inconclusive; / = no result given; [ ] = dose if it differs, or a comment. Unless noted, the call rests on the fitted dose curve; in most records, active means well fitted curve in the direction sought with a large enough effect; inconclusive means small, poorly fitted or top-dose-only effect, or another doubt; inactive means no such curve, though single readings can be large; an effect the other way counts as inactive or inconclusive.

molecule,KB-3-1 tox,ATXN2 expr inh,HT1080-NT tox,HT1080 IDH1KD tx,KB-V1 MDR tox,MCF10A rerep,WRN inhibitor,IL1B secr inh,SW480 rereplic
N#Cc1ccc(C(c2nnnn2Cc2ccccc2)N2CCCC2)cc1 (configuration not stated),9%,-5%,-13%,-10%,-21%,0%,6%,3,-13%
O=C(COc1cc(Cl)c(Cl)cc1Cl)Nc1ccncc1,?,-13%,0%,-16%,0%,0%,-4%,-6,4%
CCC1S/C(=N/N=C/c2ccco2)N(Cc2ccc(F)cc2)C1=O (configuration not stated),1%,/,-10%,0%,?,9%,2%,7,1%
O=C(Nc1ccc2c(c1)OCO2)c1ccc(CN2CCOCC2)cc1,-10%,13%,-10%,-15%,?,15%,3%,-7,-12%
Cc1cccc(N(CC(=O)NCc2ccc3c(c2)OCO3)C(=O)CCC(=O)Nc2ccccn2)c1,7%,-2%,-8%,-1%,?,-11%,-22%[57.1 µM],-22,0%
CC(C)CCN(C)c1ccc(/C=N/n2cnnc2)cc1,3%,-4%,-8%,-14%,3%,1%,-3%,-6,1%
O=C(N/N=C/c1cc([N+](=O)[O-])ccc1O)C1CCCCC1,-28%,?,?,?,-1%,3%,-14%,53,?
COc1ccc(NS(=O)(=O)c2cccc(C(=O)O)c2)cc1S(=O)(=O)N1CCOCC1,-8%,-21%,0%,-4%,-6%,-1%,1%,7,-2%
CCCCn1nnnc1C(CCc1ccccc1)N1CCN(C/C=C/c2ccccc2)CC1 (configuration not stated),0%,?,?,?,-20%,/,-1%,?,/
CCOc1cc(/C=N/NC(=O)CN2CCCCC2)ccc1O,13%,4%,-1%,8%,6%,-6%,-31%,3,-1%
O=C(NCc1ccccc1)C(c1ccco1)N(C(=O)c1csnn1)C1CC1 (configuration not stated),6%,0%,0%,0%,-2%,-4%,-4%,-2,-11%
COc1ccc(OC)c(CCNC(=O)c2ccc(CS(=O)(=O)c3ccc(Br)cc3)o2)c1,2%,-24%,-3%,1%,-21%,7%,-20%,-12,1%
CCO[C@H]1OC(C(=O)N2CCCCCCC2)=C[C@@H](C)[C@@H]1CCCO,0%,5%,19%,12%,-2%,0%,7%,6,-10%[9.22 µM]
O=C1CC(Sc2nnc(-c3ccccc3)o2)C(=O)N1c1ccccc1 (configuration not stated),1%,34%[activator],-2%,-6%,-10%,5.8µM*,-6%,-17,7.3µM*
Cc1cc(-n2c(C)cc(C(=O)CSc3nncn3C)c2C)no1,1%,6%,8%,8%,8%,-18%,8%,20,-1%
CC1CC(C)(C)CC2(C1)NC(=O)N(CC(=O)OCC(=O)Nc1cc(S(=O)(=O)N3CCCCC3)ccc1Cl)C2=O (configuration not stated),-1%,0%,3%,3%,?,5%,-2%,1,-5%
COCCn1c(SCc2nc(N)nc(Nc3ccccc3C)n2)nc2ccccc2c1=O,4%,4%,-18%,4%,8.2µM*,23%,-9%,-9,2%
Cn1c(CNC(=O)CNC(=O)c2ccccc2)cc(=O)n(C)c1=O,-1%,9%,8%,11%,0%,0%,3%,-21,?
Cc1[nH]c2ccccc2c1SCC(=O)NC1CCCCC1,-9%,/,-3%,-1%,5%,1%,1%,-3,2%
CNCC(=O)Nc1c(C)n[nH]c1C,19%,-9%,9%,9%,41%,0%,2%,26,-2%
O=C(NC(=S)N1CCN(C/C=C/c2ccccc2)CC1)c1ccco1,4%,0%,5%,1%,0%,-1%,6%,1,-15%
O=C(CN1CCC(n2nnc3ccccc32)CC1)NCc1cccs1,0%,7%,0%,3%,23µM*,10%,-1%,-1,1%
Cc1ccc(S(=O)(=O)NCc2ccccc2)cc1C(=O)N1CCN(S(=O)(=O)c2ccccc2F)CC1,-10%,/,-6%,-3%,-22%,/,6%,4,/
O=C(C1CCCN1S(=O)(=O)c1cccc2nsnc12)N1CCN(c2ccc(F)cc2)CC1 (configuration not stated),-12%,-12%,0%,1%,-25%,1%,-1%,40,4%
CCOC(=O)N/N=C/c1c(C)nn(-c2cccc(C(F)(F)F)c2)c1Cl,2.1µM*,-18%,3.3µM*,2.3µM*,2.6µM*,2.6µM*,-5%,-4,5.8µM*
CC(=O)C(Cc1ccccc1)NC(=O)CN1CCN(Cc2ccccc2)CC1 (configuration not stated),10%,-3%,6%,-18%,20%,8%,-8%,-9,4%
CC(Sc1nc(N)cc(=O)[nH]1)C(=O)Nc1ccc(N2CCOCC2)cc1 (configuration not stated),-1%,/,12%,6%,6%,/,6%,-4,/
COc1ccc2c(c1)sc1nc(-c3ccccc3)cn12,2.3µM*,?,2.6µM*,4.6µM*,?,?,-21%,?,?
Cc1ccc2cc3cc(C(=O)N4CC(C)CC(C)C4)oc3nc2c1 (configuration not stated),-2%,22%,-20%,-21%,?,8%,-4%,-53*,7%
Clc1ccc(-c2cn3cccnc3n2)cc1,3%,44%[activator],27%,29%,?,0%,-6%,0,0%

The last 2 records of the part above come first, to join the parts:
molecule,KB-3-1 tox,ATXN2 expr inh,HT1080-NT tox,HT1080 IDH1KD tx,KB-V1 MDR tox,MCF10A rerep,WRN inhibitor,IL1B secr inh,SW480 rereplic
Cc1ccc2cc3cc(C(=O)N4CC(C)CC(C)C4)oc3nc2c1 (configuration not stated),-2%,22%,-20%,-21%,?,8%,-4%,-53*,7%
Clc1ccc(-c2cn3cccnc3n2)cc1,3%,44%[activator],27%,29%,?,0%,-6%,0,0%
CC1CCN(C(=O)C2CCN(S(=O)(=O)c3cccc4nonc34)CC2)CC1,4%,1%,0%,9%,?,?,3%,-8,?
CS(=O)(=O)N1CCC(Oc2ccccc2C(=O)NC2CCCCCC2)CC1,11%,4%[11.3 µM],18%,18%,0%,0%,2%,53,-24%
Cc1ccc(CNc2nc(N)c([N+](=O)[O-])c(NCc3ccccc3)n2)cc1,6%,-16%,4%,5%,10%,?,6%,12,-2%
O=C(C[n+]1ccccc1)Nc1nc2ccccc2s1,10%,4%,4%,6%,-14%,-68%[inhibitor],12%,3,86%
Cn1cccc1C(=O)Nc1nccs1,-1%,38%[activator],-8%,-7%,12%,28%,-7%,19,-4%
CC(C)C[C@H](NC(=O)Nc1cccc(Br)c1)C(=O)O,12%,-11%,19%,17%,7%,0%,1%,5,0%
COc1ccc(/C=N/NC(=S)Nc2ccccc2)cc1,4%,-5%,15%,7%,-5%,-3%,12%,22,-1%
O=C(O)CCC(=O)NNC(=O)CCC(=O)NCc1ccccc1,5%,-26%,3%,11%,?,0%,4%,11,1%
Cc1ccc(C)c(NC(=O)CN(C)C(=O)c2ccncc2)c1,-2%,-2%,0%,8%,?,1%,2%,0,?
CC(=O)Nc1cccc(C(=O)OCC(=O)NC(=O)c2ccccc2)c1,17%,-12%,4%,2%,15%,7%,-6%,-4,-449%[inhibitor]
COc1ccc(CCNC(=O)c2cc(-c3ccco3)on2)cc1OC,9.2µM*,-21%,-21%,-18%,18µM*,-3%,-4%,?,5.8µM*
CCOCCCNC(=O)Cn1ncc2c(=O)oc3ccccc3c21,-2%,-3%,-21%,-1%,-1%,15%,12%,-1,-23%
C=Cc1cccc(NC(=O)COc2ccccc2)c1,10%,22%,23%,24%,13%,-2%,7%,-8,-3%
Fc1ccccc1Cn1nnc2c(NCc3ccccn3)ncnc21,12%,-4%,-4%,0%,0%,?,-1%,-7,-2%
COc1ccc(O)c(CNn2c(-c3ccc(Br)cc3)nc3ccccc3c2=O)c1,-1%,-32%,-2%,1%,?,-14%,-4%,-2,-3%
NS(=O)(=O)c1ccc(CNC(=S)NC2CCCC2)cc1,11%,-17%,25%,14%,-9%,-3%,4%,-11,-2%
CC(C)CCNC(=O)c1ccc2c(c1)N(C)C(=O)c1ccccc1S2,-6%,8%,0%,0%,-15%,?,?,-50*,16%
Cc1ccc(S(=O)(=O)Cn2nnnc2C(C)N2CCN(C(=O)c3ccco3)CC2)cc1 (configuration not stated),-11%,2%,4%,-1%,-19%,5%,-8%,5,8%
O=C(Nc1ccc(F)cc1)C(Sc1nnc2ccccn12)c1ccccc1 (configuration not stated),9%,-7%,8%,1%,5.8µM*,-68%[inhibitor],4%,-22,7%
CC(C)(C)NC(=O)c1ccncc1,10%,-4%,14%,12%,?,1%,-21%,-11,-2%
Clc1ccc(CN2CCN(/N=C/c3cccnc3)CC2)cc1,8%,-1%,4%,4%,?,0%,-3%,12,-3%
CC1(C)Cc2nc3sc4c(OCc5ccccc5)ncnc4c3cc2CO1,4%,-8%,10%,3%,-8%,3%,2%,55,-4%
Cc1cccc(C(=O)Nc2ccc(NC(=O)Cc3ccc(Cl)cc3)cc2)c1,1%,-3%,0%,6%,4%,-4%,-1%,-4,-124%[inhibitor]
COc1ccc2[nH]c(=O)c(CN(C)C(=O)COc3ccccc3)cc2c1,3%,3%,3%,5%,5%,0%,-2%,-13,-5%
Nc1cc[n+](CC(=O)Nc2ccccc2)cc1,-17%,-10%,1%,-8%,6%,6%,5%,-7,-3%
